# SARS 3CLpro inh – SARS-CoV 3CLpro protease inhibition | recombinant SARS-CoV 3CLpro, quenched FRET peptide cleavage | inhibition, % at 6 µM | actives 0.14% (n = 290,000); in the data active means inhibition above about 12%
# Anthrax LF inh2 – inhibitors of Bacillus anthracis lethal factor protease; P15917; actives 0.12% (n = 360,000); AID 588501; multiplex microsphere protease cleavage assay, LF; inhibition, % at 10 µM; further: plate controls were buffer without enzyme for full effect and enzyme alone for no effect
# Rv3671c inh – inhibits the M. tuberculosis serine protease Rv3671c; P9WHR9; inhibition, % at 5.96 µM; actives 0.048% (n = 320,000); AID 2606; in the data active means inhibition above about 38%;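 further: extracellular domain of Rv3671c used as enzyme; 0% = enzyme with DMSO and 100% = no enzyme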
# Target sequence (P9WHR9 whole entry, looked up, the tested form may be a part): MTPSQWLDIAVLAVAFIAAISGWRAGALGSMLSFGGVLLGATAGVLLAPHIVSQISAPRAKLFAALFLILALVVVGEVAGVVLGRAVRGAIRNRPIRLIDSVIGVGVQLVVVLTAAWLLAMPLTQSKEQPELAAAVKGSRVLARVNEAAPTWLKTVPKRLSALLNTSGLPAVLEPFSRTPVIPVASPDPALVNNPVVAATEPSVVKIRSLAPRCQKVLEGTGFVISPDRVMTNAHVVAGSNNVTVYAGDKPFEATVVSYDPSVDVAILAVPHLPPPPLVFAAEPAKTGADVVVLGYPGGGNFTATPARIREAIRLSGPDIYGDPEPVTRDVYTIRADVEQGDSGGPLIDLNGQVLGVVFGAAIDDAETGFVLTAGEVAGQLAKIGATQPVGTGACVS
# BoNT F protease – inhibitors of Botulinum neurotoxin F light chain protease. Multiplex microsphere protease cleavage assay, flow cytometry. inhibition, % at 10 µM. actives 0.22% (n = 360,000). AID 588497; in the data active means inhibition above about 35%, passing the limit was not always enough; inconclusive means no clear call, values can overlap the other calls; further: plate controls were buffer without enzyme for full effect and enzyme alone for no effect
# PrPC surface inh – inhibitors of human cell surface prion protein PrPC; actives 0.43% (n = 370,000); P04156; inhibition, % at 13.8 µM; TR-FRET read-out; AID 720596; in the data active means inhibition above about 24%; further: 0% = median of the test wells and 100% = reference compound wells
# SSB-PriA inh – inhibitors of Klebsiella pneumoniae PriA binding to SSB C-terminal tail | AlphaScreen SSBct-PriA binding, biotinylated peptide | inhibition, % at 33 µM | AID 1272365 | actives 0.6% (n = 430,000); in the data active means inhibition mostly above about 37%, no sharp cut-off; inactive means mostly below about 20%;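 further: plate controls were negative control peptide for no effect and reference peptide for full effect; strong numbers were not always called active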
# MazF activator – increases E. coli MazEF RNase cleavage of RNA; actives 0.32% (n = 350,000); FAM/BHQ RNA-DNA oligo cleavage fluorescence, 5 h; activation, % at 20 µM; in the data active means activation above about 50%
# Target sequence (P0AE70 whole entry, looked up): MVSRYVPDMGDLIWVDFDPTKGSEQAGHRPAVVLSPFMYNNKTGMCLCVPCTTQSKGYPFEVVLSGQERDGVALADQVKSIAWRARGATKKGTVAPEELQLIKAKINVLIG
# CCHF vOTU inh – CCHFV vOTU protease inhibition; Pep-AMC fluorescence; inhibition, % at 11.5 µM; actives 0.55% (n = 370,000); AID 651958; in the data active means inhibition above about 30%; further: 0% = vehicle wells with enzyme and 100% = no enzyme wells
# DUSP3 inh – DUSP3 (human) phosphatase inhibition. actives 0.52% (n = 290,000). recombinant VHR phosphatase, pNPP absorbance. inhibition, % at 13.3 µM. P51452; in the data active means inhibition above about 50%; further: some compounds called inactive have numbers as strong as hits
# Target sequence (P51452 whole entry, looked up): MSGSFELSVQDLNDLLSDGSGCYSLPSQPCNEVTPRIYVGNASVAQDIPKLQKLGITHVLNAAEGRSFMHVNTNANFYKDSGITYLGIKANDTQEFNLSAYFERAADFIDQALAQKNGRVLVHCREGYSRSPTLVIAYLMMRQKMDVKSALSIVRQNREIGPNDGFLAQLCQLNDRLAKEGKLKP
# BoNT-A LC inh2 – inhibitors of Botulinum neurotoxin A light chain protease; multiplex microsphere protease substrate cleavage, flow cytometry; actives 0.17% (n = 360,000); inhibition, % at 10 µM; further: plate controls were buffer without enzyme for full effect and enzyme alone for no effect
# The depositor's hits bear a star; i = inactive; ? = inconclusive; . = no result given; & = joins results of further samples. Unless noted, no stated cut-off is given here; in the data, active means inhibition above about 30%; inconclusive means no clear call, values can overlap the other calls; inactive means below that.
SMILES,SARS 3CLpro inh,Anthrax LF inh2,Rv3671c inh,BoNT F protease,PrPC surface inh,SSB-PriA inh,MazF activator,CCHF vOTU inh,DUSP3 inh,BoNT-A LC inh2
O=C(COC(=O)c1cc(=O)[nH]c2ccccc12)c1ccc(Br)cc1,-6,0,5,-15,0,5,3,-1,1,0.2
O=[N+]([O-])c1ncccc1OCc1ccccc1Br,-1,1,-13,3,-6,-8,13,14,22,2.3
O=c1c2ccccc2nc(Cc2ccccc2)n1-c1ccc(O)cc1,6,5,2,8,-1,-8,7,-11,-10,0.9
Cc1ccc(C)c(C(=O)N(Cc2nc(-c3ccc(Cl)cc3)no2)C(C)C)c1,0,1,-3,-1,4,-9,6,4,23,0.0
CCOc1ccccc1NC(=O)CC1Nc2ccccc2NC1=O (centres undefined),4,0,4,7,7,14,2,8,-20,0.4
COc1ccc(/C=C/c2nnc(NC(=O)CSc3ccc(Cl)cc3)s2)cc1,2,1,0,1,-5,-11,2,-11,18,-0.1
Cc1cc(CNC(=O)C(C)Cc2ccccc2)nn1C (centres undefined),-4,10,2,-7,9,-16,6,12,0,0.5
CC(=O)Nc1ccc(C=NN=C2c3ccccc3-c3ccccc32)cc1,.,-8,.,-7,-1,-2,-18,-2,.,0.4
Cc1[nH]c(=O)[nH]c(=O)c1/C=N/NC(=O)CCCCCNC(=O)OC(C)(C)C,6,2,2,3,6,.,7,6,4,-0.4
CSCC[C@H](NC(=O)[C@H](Cc1ccccc1)n1c(=O)[nH]c2ccccc2c1=O)C(=O)N[C@@H](Cc1ccccc1)C(=O)O,1,2,-4,5,-2,2,-3,2,5,-0.3
Cc1ccc(-c2nc3c(Cl)cc(C(F)(F)F)cn3c2Cc2ccccc2)cc1,.,0,.,4,6,.,.,13,.,1.8
CC1(C)CC(=O)c2c(S(C)(=O)=O)sc(Br)c2C1,3,-8,-1,-8,7,-2,-16,-5,-15,0.0
O=C1C=C(c2cnc3ccccc3c2)C[C@@H](c2ccc3c(c2)OCO3)C1,.,-6,-17,2,3,-29,8,-6,.,-0.4
COc1ccccc1CNCc1ccc2c(c1)OCO2,.,1,.,0,-5,.,1,18,.,0.5
CC(C(=O)Nc1cccnc1)c1ccc([N+](=O)[O-])cc1 (centres undefined),5,0,-2,-1,2,1,4,-6,30,0.1
Cn1c(=O)c2[nH]c(C3CCCC3)nc2n(C)c1=O,.,-9,2,-13,11,-10,-4,2,.,-0.9
COc1ccccc1OCC(=O)Nc1ccc(C(=O)Nc2ccccc2C(=O)O)cc1,.,1,.,-3,8,.,7,-2,.,0.2
COc1ccc2c(c1OC)C(=O)N1c3ccccc3C(=O)N(c3ccccc3)C21 (centres undefined),1,-2,11,-5,3,-20,5,-9,2,0.0
COc1ccc(NC(=O)N2CCNC(=O)C2CC(=O)Nc2ccc(F)cc2)cc1 (centres undefined),-8,-2,-12,-9,3,-8,-3,7,24,-0.3
O=C(CSc1nnc(NC(=O)C2CCC2)s1)Nc1ccccc1F,-9,5,-11,-8,-3,-7,7,0,22,-1.7
CC1(C)CC(=O)c2sc(NS(=O)(=O)c3ccc(Cl)cc3)nc2C1,-4,7,3,8,8,9,3,10,-1,1.0
CC#CC(=O)N1CCC(CO)(CCc2ccccc2)CC1,0,2,-6,-15,5,8,7,5,16,-2.9
CC1(C)Cc2c(c(N3CCOCC3)nc3sc(C#N)c(N)c23)CS1,1,-4,1,-7,-4,-13,6,9,4,-0.6
COCCN(C(=O)CC1C(=O)NCCN1CC(c1ccccc1)c1ccccc1)C(C)C (centres undefined),-2,3,5,4,-4,-10,-2,-3,-1,0.1
CSCCOC(=O)COc1ccc(/C=N/NC(=O)c2c(Cl)cnn2C)cc1,5,-9,-1,?,-4,i,8,-13,8,-3.3
C=CCOC(=O)c1cc(-c2ccc(/C=C3\C(=O)NC(=O)C(C#N)=C3C)o2)ccc1Cl,-3,2,.,2,8,13,-11,33*,12,0.6
NC(=O)c1ccsc1NC(=O)COC(=O)CCc1ccccc1,.,0,.,-4,10,.,-9,7,.,-0.3
COc1ccc(N=Nc2c(N)n[nH]c2N)cc1,4,2,0,-12,-1,-2&19,10,16,40,-0.5
O=C(CC(c1ccccc1)c1ccccc1O)NCc1ccccc1Cl (centres undefined),2,-1,-8,-7,14,3,3,27,4,0.5
COc1ccc(C=C2CCc3ccccc3C2=O)cc1,.,-6,.,-10,-4,.,.,2,.,-1.7

# The final two compounds of the section before come first, to join the parts.
SMILES,SARS 3CLpro inh,Anthrax LF inh2,Rv3671c inh,BoNT F protease,PrPC surface inh,SSB-PriA inh,MazF activator,CCHF vOTU inh,DUSP3 inh,BoNT-A LC inh2
O=C(CC(c1ccccc1)c1ccccc1O)NCc1ccccc1Cl (centres undefined),2,-1,-8,-7,14,3,3,27,4,0.5
COc1ccc(C=C2CCc3ccccc3C2=O)cc1,.,-6,.,-10,-4,.,.,2,.,-1.7
CCOc1ccccc1Nc1cc(C)nc2ccc(C)cc12,.,-10,6,-14,2,-2,14,-10,.,-7.8
CN(C)CCN1CCN(C2CN(C3CCCCC3)S(=O)(=O)C2)CC1 (centres undefined),.,-5,.,-6,2,.,.,-1,.,-0.2
CCOC(=O)/C=C/C(=O)OCC(=O)Nc1c(Cl)cccc1Cl,2,4,2,0,8,-14,-1,9,2,0.8
Cc1cc(NC(C)c2ccccc2)n2ncc(-c3ccccc3)c2n1 (centres undefined),3,7,3,-2,12,-16,-5,4,-9,0.2
CC(C)(CO)Nc1ncnc2onc(-c3ccc(F)cc3)c12,-3,-5,-2,-7,-1,-3,7,-13,35,-3.0
CC(C)(C)NC1=NCCNC(c2ccccc2)=C1,.,-3,.,-5,13,.,9,10,.,0.1
CCc1ccccc1N1C(=O)CN(Cc2cc(OC)c(OC)c(OC)c2)C1=S,-1,-5,-8,-19,11,-7,3,15,-20,-2.6
CCC(C)NC(=O)c1ccccc1NS(=O)(=O)c1ccc(OC)c(OC)c1 (centres undefined),4,1,1,2,-10,-8,-4,1,0,-0.1
CCC(C)[C@H]1CNC(=O)C(=O)N1CCc1cccc2ccccc12 (some centres undefined),.,-2,.,2,-5,.,.,11,.,0.6
CCOC(=O)N1CCN(C(=O)CN(c2ccc(C)c(C)c2)S(=O)(=O)c2ccccc2)CC1,-1,-5,2,-1,-4,-4,5,-12,-12,-0.3

# Arranged by count of non-hydrogen atoms (rising): part of the list above
SMILES,SARS 3CLpro inh,Anthrax LF inh2,Rv3671c inh,BoNT F protease,PrPC surface inh,SSB-PriA inh,MazF activator,CCHF vOTU inh,DUSP3 inh,BoNT-A LC inh2
CCOC(=O)/C=C/C(=O)OCC(=O)Nc1c(Cl)cccc1Cl,2,4,2,0,8,-14,-1,9,2,0.8
Cc1cc(NC(C)c2ccccc2)n2ncc(-c3ccccc3)c2n1 (centres undefined),3,7,3,-2,12,-16,-5,4,-9,0.2
CCc1ccccc1N1C(=O)CN(Cc2cc(OC)c(OC)c(OC)c2)C1=S,-1,-5,-8,-19,11,-7,3,15,-20,-2.6

# Other structures
SMILES,SARS 3CLpro inh,Anthrax LF inh2,Rv3671c inh,BoNT F protease,PrPC surface inh,SSB-PriA inh,MazF activator,CCHF vOTU inh,DUSP3 inh,BoNT-A LC inh2
COc1ccc(C(=O)NN=C2CCCC2)c(OC)c1,8,-7,2,-10,7,-17,6,1,14,-2.6
Nc1nc(=S)n(-c2ccccc2)[nH]1,3,0,1,-3,-9,-4,2,-4,-13,-0.8
O=C(CN1C(=O)C2C3C=CC(C3)C2C1=O)Nc1ccc(C(=O)O)cc1 (centres undefined),4,3,2,6,-6,-22,8,3,25,0.6
O=C(Nc1ccc2c(c1)C(=O)N(c1ccccc1)C2=O)C1CCCO1 (centres undefined),-5,-5,-5,0,2,-13,2,4,16,?
Cc1oc2c(CN3CCCCC3)c(O)ccc2c(=O)c1-c1ccc(Br)cc1,2,10,5,-5,5,-3,10,-124,31,-2.8
C=C1CCN(c2ccc(C(=O)NCCC)cc2[N+](=O)[O-])CC1,.,-11,-3,4,-24,13,1,3,.,-0.7
O=C(CNCC1CCCO1)NCc1ccco1 (centres undefined),0,0,0,0,-35,2,3,-1,30,-0.2
COC(=O)c1cnc(SCC(=O)c2ccccc2)n1C,-1,-2,5,-4,0,3,-1,-7,-2,0.5
CC(C)(C)C(=O)NCCCc1ccccc1,1,-1,-2,-10,6,-8,6,7,34,-0.8
COc1cc(-c2nnc(SCC(=O)N3CCCC3)o2)cc(OC)c1OC,-4,-1,2,-10,1,-5,7,-4,-2,-0.2
CN(C)C(/C=C/Nc1cccc(Br)c1)=C(C#N)C#N,-7,-2,-7,3,-11,7,1,12,26,-0.4
CCOC(=O)c1sc(NC(=O)C(C)(C)C)cc1C,-1,4,-3,-2,14,-14,7,7,45,-1.1
COc1ccc2[nH]c3c(=O)n(N)c(C)nc3c2c1,-3,0,-52,2,5,-7,1,-83,9,-0.3
CSc1nnc(-c2ccc(S(=O)(=O)N3CCOCC3)cc2)n1CC1CCCO1 (centres undefined),3,-6,5,-11,4,-7,3,5,8,-4.8
Cc1cccc2nc(-c3ccccc3)nc(N[C@@H](CO)c3ccccc3)c12,-6,1,-16,0,9,-15,-8,17,0,0.0
CN1CCN(C(=O)C2=C[C@H](c3ccc(C(F)(F)F)cc3)C[C@H](OCc3ccc(CO)cc3)O2)CC1,1,1,3,-2,-5,-1,1,2,16,-0.5
COc1ccccc1N1CCN(S(=O)(=O)c2ccc3c(c2)oc(=O)n3C)CC1,1,8,-10,-14,-5,-5,10,-4,14,-0.5
COc1ccc(OC)c(N(CC(=O)N2CCC(C)CC2)S(=O)(=O)c2ccc(OC)c(OC)c2)c1,3,-38,-2,-6,0,-1,5,-1,33,-0.5
Cn1c(=O)c2c(nc(NC(Cc3ccccc3)C(=O)O)n2Cc2ccccc2)n(C)c1=O (centres undefined),2,-2,2,2,3,-1,1,-1,14,-0.1
CC1(Cc2ccccc2C#N)C(=O)Nc2cc(-c3ccccc3Cl)ccc21 (centres undefined),.,-8,.,-6,-6,.,.,4,.,-0.4
Cc1ccc(SCC(=O)NC(=O)c2ccccc2Br)c(C)c1,.,-10,3,-6,7,-5,1,7,.,0.6
Cc1ccc(NC(=O)c2ccc3c(c2)OCCO3)cc1S(=O)(=O)Nc1cccc(Cl)c1,-3,0,-206,-1,4,-2,12,13,3,0.7
O=C(NNC(=O)c1sc2cccc(Cl)c2c1Cl)NC1CCCCC1,-1,1,-7,-11,-8,-9,-5,6,21,1.2
O=C1Nc2ccccc2Sc2ccccc21,5,-4,2,-3,-3,5,-5,-3,29,-0.8
CCOC(=O)c1c(C)n(C)c2ccc(OCC(O)CNC(CC)CO)cc12 (centres undefined),-2,-2,-2,2,-11,-14,5,-3,4,-0.3
CC(C)c1ccc(OCC(=O)Nc2cccc(C(=O)Nc3ccccc3C(=O)O)c2)cc1,10,1,-21,-4,7,13,7,31*,21,-3.4
O=C1NC(=O)C(CCc2ccncc2)(CCc2ccncc2)C(=O)N1Cc1ccccc1,7,4,1,5,5,-16,-12,-1,2,0.8
Cc1ccccc1N(Cc1nnc2n1CCCCC2)C(=O)Nc1ccccc1,3,1,8,-4,8,-6,6,-3,6,-0.2
Cn1c(SCC(=O)N2CCCC2=O)nc2ccccc21,2,2,2,-5,-5,5,7,0,17,0.1
CCNc1ccc(C(=O)OCC(=O)NC(C)c2ccccc2)cc1[N+](=O)[O-] (centres undefined),4,0,-7,2,-4,-4,4,7,-4,0.2
CSc1nnc(-c2ccco2)c(-c2ccco2)n1,0,3,-5,3,-20,-1,4,26,-1,2.4
CCOC(=O)/C=c1\s/c(=C\c2ccc(C#N)cc2)c(=O)n1CC(=O)NCc1ccco1,-1,-2,-13,-5,-5,.,-6,2,-20,-0.2
COc1c2c(c(C)c3c1C(=O)OC3)O[C@@]1(C)CC[C@@]3(O)C(C)(C)OC(=O)CC[C@]3(C)[C@H]1C2,.,-4,0,-2,-8,2,-3,-9,6,1.1
O=C(Nc1ccccc1F)c1ccc2ncsc2c1,0,3,10,16,0,-3,1,29,-2,-0.3

# Screening results (PubChem BioAssay)

# Only part of the results is shown; rates above refer to the full screens.
